Compound activity (PubChem)
Giardia killer: Small Molecules that selectively kill Giardia lamblia: qHTS; activity change, % at 7.66 µM, hits read low; 0.15% of 340,000 active; Giardia lamblia trophozoite viability; in the data active = activity change below about -80%; inconclusive = between about -30% and that limit;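 note: parasites exposed to compound for two days anaerobically before the ATP read; % is set by controls: 0 for no effect and ±100 for the full control effect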
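ATP-content bioluminescence gauges trophozoite survival. Cells (100/well) receive compound and incubate anaerobically for 48 hrs at 37 deg C; detection reagent follows for 15-30 min at room temperature.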
KCNH2 WT inh: qHTS for Inhibitors of KCHN2 3.1: Wildtype qHTS. Voltage-gated inwardly rectifying potassium channel KCNH2 (Homo sapiens), Q12809. U2OS, BacMam KCNH2, thallium flux FluxOr; stronger effect = lower value. activity change, % at 1.84 µM. 0.37% of 340,000 active. AID 720551, 2013;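 active = maximum activity change below -70%; inconclusive = maximum activity change between -70% and -50%; inactive = maximum activity change above -50%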; note: % is set by controls: 0 for no effect and ±100 for the full control effect
Target sequence (Q12809 whole entry, looked up): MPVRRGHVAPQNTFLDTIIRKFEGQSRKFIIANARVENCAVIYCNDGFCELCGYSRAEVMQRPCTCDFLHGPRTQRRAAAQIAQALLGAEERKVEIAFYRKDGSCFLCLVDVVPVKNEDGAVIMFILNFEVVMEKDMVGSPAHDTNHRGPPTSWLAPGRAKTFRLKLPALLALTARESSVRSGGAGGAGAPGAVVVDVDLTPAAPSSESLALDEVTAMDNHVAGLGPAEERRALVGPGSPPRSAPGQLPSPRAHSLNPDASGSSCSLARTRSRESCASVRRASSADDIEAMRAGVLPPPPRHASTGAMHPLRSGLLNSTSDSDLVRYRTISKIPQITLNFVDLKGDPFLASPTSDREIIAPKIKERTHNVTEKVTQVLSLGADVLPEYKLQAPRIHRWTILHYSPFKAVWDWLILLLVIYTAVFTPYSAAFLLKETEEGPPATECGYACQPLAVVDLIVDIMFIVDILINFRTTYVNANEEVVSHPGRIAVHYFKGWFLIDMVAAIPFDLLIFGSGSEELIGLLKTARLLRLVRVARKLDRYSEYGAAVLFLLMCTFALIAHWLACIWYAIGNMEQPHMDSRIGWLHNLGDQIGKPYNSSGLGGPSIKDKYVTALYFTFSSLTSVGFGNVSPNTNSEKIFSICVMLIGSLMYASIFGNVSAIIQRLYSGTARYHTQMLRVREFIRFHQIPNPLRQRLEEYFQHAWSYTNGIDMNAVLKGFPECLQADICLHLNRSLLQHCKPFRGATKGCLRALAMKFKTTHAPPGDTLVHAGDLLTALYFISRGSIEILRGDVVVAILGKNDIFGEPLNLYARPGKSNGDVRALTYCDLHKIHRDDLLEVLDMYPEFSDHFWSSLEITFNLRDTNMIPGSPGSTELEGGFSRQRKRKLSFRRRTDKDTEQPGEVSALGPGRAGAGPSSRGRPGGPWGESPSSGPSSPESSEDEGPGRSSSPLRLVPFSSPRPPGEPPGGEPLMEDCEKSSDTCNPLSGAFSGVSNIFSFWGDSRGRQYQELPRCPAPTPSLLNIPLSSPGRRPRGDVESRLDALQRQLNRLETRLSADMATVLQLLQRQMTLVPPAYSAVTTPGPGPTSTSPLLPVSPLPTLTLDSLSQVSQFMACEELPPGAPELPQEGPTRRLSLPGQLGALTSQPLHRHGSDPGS
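U2OS cells transduced with wild-type KCNH2 virus are loaded with FluxOr dye for 45 min, and thallium flux is measured in kinetic reads before and after stimulation buffer. Rate constants are normalized to DMSO controls.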
Coupling enz: qHTS Assay for Inhibitors of Fructose-1,6-bisphosphate Aldolase from Giardia Lamblia: Coupling assay counterscreen. activity change, negative = inhibition, % at 58.2 µM, hits read low. AID 2472, 2010. coupling enzyme system counterscreen, AmpLite Red fluorescence. 0.67% of 290,000 active; in the data active = activity change below about -30%; note: % is set by controls: 0 for no effect and ±100 for the full control effect
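First, compound is pin-transferred into glyceraldehyde-3-phosphate coupling-enzyme reagent at 57.5 uM final and held 10 min at RT. Next, substrate, coupling system and AmpLite Red are added. After 20 min RT, fluorescence (525/598 nm) is read.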
Chronic BCR inh: qHTS Assay to Find Inhibitors of Chronic Active B-Cell Receptor Signaling. 0.05% of 340,000 active. Potency, µM (titrated, usually from 46.1 µM), without a hit: at the top dose ratio change, negative = lower green/red ratio, hits mostly inhibitors. ABC-DLBCL IkBa-CBG/CBR reporter, luminescence ratio, 4 h; active = well fitted inhibition curve with a large enough effect in the signal ratio, with a control signal flat, not every such curve was filed as active; inconclusive = small, poorly fitted or top-dose-only effect, or effect the other way, or a change in a side signal; the % refers to the signal ratio;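 note: potency is the fitted concentration of half-maximal effect; plate controls were basal doxycycline-induced cells for no effect and cells given 10 µM MG132 for full effect; MG132 reads +100%, hits lower the ratio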
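TMD8 human ABC-DLBCL cells with doxycycline-inducible IκBα–green luciferase fusion and unfused red luciferase, in 0.5% FBS medium; compounds up to 46 uM, 4 h at 37C. Green/red luminescence ratio, filter-overlap corrected, fitted to concentration-response curves.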
Tb PFK inh: qHTS Assay to Find Inhibitors of T. brucei phosphofructokinase. T. brucei PFK, ADP-Glo luminescence. Potency, µM (highest dose often 57.5 µM), without a hit: top-dose activity, negative = inhibition, actives largely listed as inhibitors. 0.17% of 330,000 active;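 note: potency is the fitted concentration of half-maximal effect; 0% = uninhibited 1x PFK enzyme wells and -100% = no-enzyme wells; nearly all actives have a fitted effect of over 60% in size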
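1.25 nM PFK with 0.5 mM F6P and 0.1 mM ATP in 0.1 M TEA pH 8.0, 5 mM MgCl2, incubated 45 min at room temperature; ADP measured by ADP-Glo luminescence; compounds titrated up to 57 uM.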
TSHR antagonist: Antagonists of the Thyroid Stimulating Hormone Receptor: HTS campaign; activity change, negative = inhibition, % at 11.5 µM; TSHR-expressing cells, TSH-stimulated cAMP HTRF, 2 h; stronger effect = lower value; 0.2% of 330,000 active;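 active = activity change below a set negative limit, meaning inhibition stronger than a set level, cut at about -70% in these data; inconclusive = activity change between two set negative limits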; note: % is set by controls: 0 for no effect and ±100 for the full control effect
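Inhibition of cAMP made by TSHR-expressing cells under TSH stimulation (4nM final, EC80; 2 h, 37 deg C) is quantified with a one-step lysis HTRF kit, anti-cAMP cryptate versus cAMP-d2.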
GALK inh: qHTS Assay for Inhibitors of Human Galactokinase (GALK); P51570; Purified GALK, Kinase-Glo residual ATP luminescence; Potency, µM (series often up to 57.5 µM), inactives show top-dose activity change, negative = inhibition, usual class: inhibitors; 0.007% of 270,000 active; AID 1868, 2009; note: potency is the fitted concentration of half-maximal effect; % is set by controls: 0 for no effect and ±100 for the full control effect
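Luminescence from leftover ATP (Ultra-Glo luciferase/luciferin) served as read-out after a 1 h room-temperature reaction of 5 nM GALK with 35 uM ATP and 100 uM galactose.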
TCR activator: Activators of T cell receptors: qHTS campaign; Potency, µM (doses to about 9.22 µM), for inactives: top-dose activation of IL-2 secretion, hits mostly activators; primary human leukocytes, anti-CD3, IL-2 HTRF, 48 h; 330,000 tested, under 10 active; note: % of control where 0% means no effect
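Human primary leukocytes + a-CD3 beads + cpd, 48 hr; IL-2 in supernatant by HTRF (ex 320nm / em 665nm). No co-stimulatory signal supplied.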
AT treatment: qHTS Assay for Identifying a Potential Treatment of Ataxia-Telangiectasia; […] A-T fibroblasts, KAP-1 phosphorylation AlphaLISA; neocarzinostatin DNA damage 30 min before lysis; Potency, µM (series often up to 57.5 µM), for the others: at the top dose activation, usual class: activators; 0.19% of 320,000 active; AID 485349, 2010; note: potency is the fitted concentration of half-maximal effect; % of control where 0% means no effect; nearly all actives have a fitted effect of over 45% in size
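ATM-like activity read as KAP-1 phosphorylation via AlphaLISA donor/acceptor antibody pairs after lysis and 6 hr at 25C. Cells were ATM-null patient fibroblasts ([…], hTERT), dosed 60 min, then exposed to the DSB inducer NCS for 30 min.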
CXXC DNA block: qHTS Fluorescence Polarization Assay for Inhibitors of MLL CXXC domain - DNA interaction; Histone-lysine N-methyltransferase 2A (Homo sapiens), Q03164; MLL-CXXC / FITC-HOXA9 DNA fluorescence polarization; Potency, µM (series often up to 115 µM), inactives show at the highest dose activity change, negative = inhibition, hits mostly inhibitors; 0.037% of 290,000 active; AID 2662, 2010; active = well fitted inhibition curve with a large enough effect in the polarisation, with a control signal flat, not every such curve was filed as active; inconclusive = small, poorly fitted or top-dose-only effect, or effect the other way, or a change in a side signal; inactive = no such curve, though single readings can be large or run the other way; the % refers to the polarisation; note: potency is the fitted concentration of half-maximal effect
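Purified MLL-CXXC (added from a 7 uM solution) was preincubated 5 min at ambient with pinned compounds in 50 mM Tris-HCl pH 7.5, 50 mM NaCl, 1 mM DTT, 0.05% BSA. Fluorescein-labeled HOX-A9 DNA (50 nM solution) followed, 30 min, then polarization read.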
Numbers without * were called inactive; ? = inconclusive; . = no result given; [ ] = remark or other dose. Unless noted, calls come from the whole dose curve; as a rule, active = well fitted curve in the direction sought with a large enough effect; inconclusive = small, poorly fitted or top-dose-only effect, or another doubt; inactive = no such curve, though single readings can be large; an effect the other way counts as inactive or inconclusive.

SMILES	Giardia killer	KCNH2 WT inh	Coupling enz	Chronic BCR inh	Tb PFK inh	TSHR antagonist	GALK inh	TCR activator	AT treatment	CXXC DNA block
COc1ccc(S(=O)(=O)N(CCC(=O)O)Cc2ccccc2)cc1	-10	5	12	3%	3%	2	-3%	6%	3%	-11%
CCCNC(=O)NC1C(NC(=O)NCCC)N(C)C(=O)N1C (configuration not stated)	27	-1	3	3%	-4%	11	1%	-1%	1%	-4%
CC(C)(C)n1nnnc1C(c1cccs1)N(Cc1cccnc1)CC1CCCO1 (configuration not stated)	18	11	6	-2%	2%	5	-3%	2%	4%	-2%
O=C(/C=C/c1c(F)cccc1Cl)NCc1ccc2c(c1)OCO2	-23	1	1	3%	2%	-3	-5%	-3%	4%	1%
OC(CNCCc1ccc(Cl)cc1)COc1ccc2ccccc2c1 (configuration not stated)	-3	4	0	-16%	-7%	10	1%	-2%	0%	12%
S=c1[nH]nc(Cc2noc3ccccc23)n1-c1ccc(Cl)cc1	14	-25	5	3%	-1%	-10	7%	-1%	-2%	13%
CC1CCCC/C1=N\NS(=O)(=O)c1ccc(Br)cc1 (configuration not stated)	6	9	1	4%	0%	4	1%	3%	-6%	11%
CC(NC(=O)COC(=O)CSc1ccc(F)cc1)c1ccc(F)cc1 (configuration not stated)	-8	0	.	7%	-4%	-1	.	-81%	-9%	.
COC(=O)Cn1c(=NC(=O)CCS(=O)(=O)c2ccccc2)sc2c(OC)ccc(OC)c21	-13	14	.	4%	-4%	-13	5%	12%	2%	13%
Cc1ccc(NS(=O)(=O)c2cccc(C(=O)NCCCN3CCOCC3)c2)cc1	-9	0	.	0%	0%	-7	.	-5%	1%	.
CC1CCCN(c2ccc(C(=O)NCCc3ccccc3)cn2)C1 (configuration not stated)	-8	-6	-4	-3%	-7%	22	-2%	0%	3%	3%
O=C(/C=C/c1ccccc1)NCCOc1ccccc1	-14	-6	2	?	2%	13	1%	3%[46.1 µM]	5%	1%
O=C1NC(=O)[C@@H]2C3c4ccccc4C=CN3[C@H](C(=O)c3cccs3)[C@H]12 (some centres not stated)	.	.	-43*	?	?	-13	10%	.	-6%	-23%
O=C(CN(C(=O)CCC(=O)Nc1ccccn1)c1ccccc1F)NCc1ccc2c(c1)OCO2	3	-12	0	?	-2%	10	-1%	6%	1%	0%
O=C(OCCOc1ccccc1)c1cccc(S(=O)(=O)N2CCOCC2)c1	-9	-5	.	?	-2%	1	.	3%	-4%	.
CCN1CCN(C(CNS(=O)(=O)c2ccc(OC)c(C)c2)c2cccnc2)CC1 (configuration not stated)	-9	?	.	-2%	-4%	59	-6%	5%	3%	2%
O=C(Nc1ccc2snnc2c1)Nc1cccc2ccccc12	26	-6	-4	?	-28%	-24	-2%	3%	-6%	9%
COC(=O)C1C(O)=C(C=Nc2ccc(N)cc2)C(=O)CC1(C)C (configuration not stated)	-1	2	-1	?	-2%	2	0%	-31%	0%	3%
Cn1c(=O)c2c(nc(NCc3ccccc3)n2Cc2ccc(F)cc2)n(C)c1=O	.	.	-5	?	6%	15	0%	-1%[46.1 µM]	0%	-7%
Cc1ccc(S(=O)(=O)N(C)C)cc1NC(=O)COC(=O)Cc1ccc(Br)cc1	-3	6	1	-2%	-4%	-1	7%	5%	0%	2%
COc1cccc(/C=C/C(=O)OCC(=O)NCCNC(=O)COC(=O)/C=C/c2cccc(OC)c2)c1	-8	2	.	0%	0%	1	.	-1%	-1%	.
CCOC(=O)c1[nH]c2ccc(OC)cc2c1NS(=O)(=O)c1ccc(Cl)s1	-1	7	2	-5%	3%	0	.	1%	1%	-2%
O=C(OCC(=O)N1CCOCC1)c1ccc(N2CCOCC2)c([N+](=O)[O-])c1	?	-3	1	-2%	-4%	1	11%	5%	-5%	-6%
COC(=O)c1ccc(N2C(=O)CC(N3CCN(C(=O)c4ccco4)CC3)C2=O)cc1 (configuration not stated)	-6	9	3	-2%	2%	4	1%	3%	3%	4%
Cn1c(=O)[nH]c2c(nc(-c3ccc(Cl)cc3)n2C)c1=O	-10	1	0	1%	6%	0	0%	1%	4%	-12%
CCN1C(=O)C(CC(=O)Nc2ccc(C)cc2C)Nc2cc(S(=O)(=O)N(C)C)ccc21 (configuration not stated)	11	?	1	6%	-6%	-7	-1%	-1%	2%	-8%
O=C(COC(=O)c1cccc(C(=O)OCC(=O)NCc2ccc(F)cc2)n1)NCc1ccc(F)cc1	21	15	1	4%	4%	3	1%	2%[46.1 µM]	-6%	5%
COc1cccc(OCCNc2cc(N3CCCCC3)ccc2[N+](=O)[O-])c1	19	-4	2	-10%	-4%	-12	4%	0%	-8%	1%
Cc1ccc(OCC(=O)N/N=C\c2cn(Cc3ccccc3)c3ccccc23)cc1C	-9	-3	-1	4%	-2%	1	0%	11%[46.1 µM]	-17%	4%
COCC(=O)Nc1ccc(S(=O)(=O)Nc2nccs2)cc1	-5	-3	4	-3%	0%	22	-5%	3%	-2%	-1%

Random excerpt: 5 records from the list.
SMILES	Giardia killer	KCNH2 WT inh	Coupling enz	Chronic BCR inh	Tb PFK inh	TSHR antagonist	GALK inh	TCR activator	AT treatment	CXXC DNA block
O=C(COC(=O)c1cccc(C(=O)OCC(=O)NCc2ccc(F)cc2)n1)NCc1ccc(F)cc1	21	15	1	4%	4%	3	1%	2%[46.1 µM]	-6%	5%
COc1cccc(/C=C/C(=O)OCC(=O)NCCNC(=O)COC(=O)/C=C/c2cccc(OC)c2)c1	-8	2	.	0%	0%	1	.	-1%	-1%	.
O=C(OCC(=O)N1CCOCC1)c1ccc(N2CCOCC2)c([N+](=O)[O-])c1	?	-3	1	-2%	-4%	1	11%	5%	-5%	-6%
Cn1c(=O)[nH]c2c(nc(-c3ccc(Cl)cc3)n2C)c1=O	-10	1	0	1%	6%	0	0%	1%	4%	-12%
COc1cccc(OCCNc2cc(N3CCCCC3)ccc2[N+](=O)[O-])c1	19	-4	2	-10%	-4%	-12	4%	0%	-8%	1%

Next structures follow:
SMILES	Giardia killer	KCNH2 WT inh	Coupling enz	Chronic BCR inh	Tb PFK inh	TSHR antagonist	GALK inh	TCR activator	AT treatment	CXXC DNA block
CC(=O)Nc1ccc(S(=O)(=O)N2C3CCCC2CC(NC(=O)C2CCCCC2)C3)cc1 (configuration not stated)	14	6	-8	-2%	0%	-2	5%	.	7%	6%
Cc1ccc(C(C)C)c(OCCNC(=S)Nc2cccc3ccccc23)c1	10	1	-13	?	-5%	13	0%	5%	7%	-3%
Cc1ccc(S(=O)(=O)c2ccc(NC(=O)c3c(F)cccc3F)cc2)cc1	44[activator]	2	-2	-5%	-3%	-6	-2%	-4%	3%	1%
COc1cc(CN2CCNC(=O)C2CC(=O)NCc2csc(C(C)C)n2)cc(OC)c1 (configuration not stated)	-7	4	-2	?	-1%	16	5%	-14%	3%	7%
CC(N=C1NS(=O)(=O)c2ccccc21)C(=O)NCCCc1ccccc1 (configuration not stated)	0	3	0	1%	-8%	-6	-2%	9%	-3%	1%
CC1CCC(NC(=O)CN(C)S(=O)(=O)c2ccc3c(c2)c(=O)n(C)c(=O)n3C)CC1 (configuration not stated)	9	-16	.	4%	0%	3	-3%	1%	17%	4%
O=C(O)[C@H](Cc1ccccc1)N1C(=O)c2c(Cl)c(Cl)c(Cl)c(Cl)c2C1=O	-24	3	12	-1%	2%	-6	.	14%	-3%	?
